Screening data: PubChem, National Center for Advancing Translational Sciences (NCATS)
Chronic BCR inh: chronic active BCR signaling inhibition | ABC-DLBCL IkBa-CBG/CBR reporter, luminescence ratio, 4 h | Potency, µM (titrated, usually from 46.1 µM), for inactives: at the highest dose ratio change, negative = lower green/red ratio, usual class: inhibitors | 0.05% of 340,000 active | AID 493014; active means well fitted inhibition curve with a large enough effect in the signal ratio, with a control signal flat, not every such curve was filed as active; inconclusive means small, poorly fitted or top-dose-only effect, or effect the other way, or a change in a side signal; the % refers to the signal ratio;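 further: potency means the concentration at half of the fitted maximal effect; plate controls were basal doxycycline-induced cells for no effect and cells given 10 µM MG132 for full effect; MG132 reads +100%, hits lower the ratio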
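Concentration-response series (up to 46 uM) were applied to TMD8 dual-reporter cells for 4 h at 37C with doxycycline. Green/red ratio, after filter-overlap correction, defined %Activity; red signal alone was normalised to basal cells and zero luminescence.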
B2AR arrestin: beta2AR (human) beta-arrestin recruitment activity | P07550 | beta-arrestin recruitment to beta2AR, cell-based reporter | Potency, µM (doses to about 46.1 µM), inactives show at the top dose activation, usual class: activators | 0.02% of 330,000 active;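 further: potency means the concentration at half of the fitted maximal effect; 0% = DMSO controls and full agonism = EC100 isoproterenol or metaproterenol; nearly all actives have a fitted effect of over 65% in size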
USP2a block: blocks human ubiquitin-specific protease USP2a; O75604; USP2 core, Ub-CHOP2 coupled fluorogenic reporter, 485/531; Potency, µM (titrated, usually from 38.3 µM), for inactives: at the top dose activity change, negative = inhibition, actives largely listed as inhibitors; 0.01% of 330,000 active; AID 463254;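 further: potency means the concentration at half of the fitted maximal effect; plate controls were DMSO wells for no effect and full inhibition by NEM control for full effect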
Target sequence (O75604 whole entry, looked up): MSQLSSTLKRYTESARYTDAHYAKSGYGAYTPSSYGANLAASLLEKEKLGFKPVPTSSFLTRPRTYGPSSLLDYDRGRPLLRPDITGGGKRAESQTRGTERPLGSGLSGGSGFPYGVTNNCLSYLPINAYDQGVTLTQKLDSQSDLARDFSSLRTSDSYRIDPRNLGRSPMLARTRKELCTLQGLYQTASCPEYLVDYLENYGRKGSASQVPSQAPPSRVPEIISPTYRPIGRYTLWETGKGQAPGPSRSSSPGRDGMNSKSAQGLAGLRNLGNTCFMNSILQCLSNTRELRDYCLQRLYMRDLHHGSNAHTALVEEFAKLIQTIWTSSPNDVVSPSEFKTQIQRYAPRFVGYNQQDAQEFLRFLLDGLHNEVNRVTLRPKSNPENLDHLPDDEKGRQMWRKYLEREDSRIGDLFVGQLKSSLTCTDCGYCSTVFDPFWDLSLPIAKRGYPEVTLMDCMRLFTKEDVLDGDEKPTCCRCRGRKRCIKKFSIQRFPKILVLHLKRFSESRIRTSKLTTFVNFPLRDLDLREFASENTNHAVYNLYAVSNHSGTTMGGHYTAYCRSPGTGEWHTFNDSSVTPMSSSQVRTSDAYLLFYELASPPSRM
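USP2 core (10nM final) preincubated 30min RT with compound in 20mM Tris-HCl pH 8.0, 2mM CaCl2, 2mM beta-mercaptoethanol, 0.05% CHAPS; 25nM Ub-CHOP2 plus 25nM reporter substrate added, fluorescence (Ex485/Em531) read after 60min.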
KCNH2 3.1 inh: KCNH2 3.1 (human) potassium channel inhibition; activity change, % (tested at about 1.8 µM); 0.95% of 340,000 active; U2OS KCNH2 3.1, thallium flux FluxOr; active compounds read low;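 active means maximum activity change below -70%; inconclusive means maximum activity change from -70% to -50%; inactive means maximum activity change above -50%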;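 further: thallium influx rate constant from kinetic fluorescence after stimulation buffer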
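Virally transduced U2OS (3.1 isoform, 4 h infection in dark at RT) → overnight 37 C → FluxOr + Red40 in HBSS/HEPES, 45 min → stimulation buffer, 2 min kinetic read → rate constant vs DMSO controls.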
uPA surface inh: blocks generation of uPA at the cell surface; Potency, µM (titrated, usually from 38.3 µM), without a hit: at the top dose activity change, negative = inhibition, hits mostly inhibitors; cell surface uPA generation assay, qHTS; 0.31% of 330,000 active; active means well fitted inhibition curve with a large enough effect; inconclusive means small, poorly fitted or top-dose-only effect; inactive means no such curve, though single readings can be large or run the other way; tested in mouse RAW 264.7 cells; further: potency means the concentration at half of the fitted maximal effect; nearly all actives have a fitted effect of over 55% in size
Coupling enz: coupling enzyme interference in Giardia aldolase counter-screen. coupling enzyme system counterscreen, AmpLite Red fluorescence. activity change, negative = inhibition, % at 58.2 µM, hits read low. 0.67% of 290,000 active; in the data active means activity change below about -30%
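Activity here indicates interference with the coupling reaction, not aldolase inhibition. Compounds at 57.5 uM final met coupling enzymes for 10 min at RT; substrate and AmpLite Red detection followed, with a 525/598 nm fluorescence read after 20 min.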
Giardia kill: Giardia lamblia killing; Giardia lamblia trophozoite viability; activity change, % at 7.66 µM, hits read low; 0.15% of 340,000 active; in the data active means activity change below about -80%; inconclusive means between about -30% and that limit;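 further: parasites exposed to compound for two days anaerobically before the ATP read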
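Each well holds 100 Giardia trophozoites and compound. After two days (48 hrs) at 37 deg C in anaerobic conditions, ATP is quantified by luminescence.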
PKM2 act: PKM2 (human) enzyme activation. P14618. purified PKM2, Kinase-Glo ATP luminescence, activation; response scale: 0% is enzyme alone, no compound. Potency, µM (doses to about 57.5 µM), for the others: top-dose activation, usual class: activators. 0.34% of 260,000 active. AID 1631; further: potency means the concentration at half of the fitted maximal effect; nearly all actives have a fitted effect of over 55% in size
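hPK-M2, >95% pure; 0.1 mM ADP / 0.5 mM PEP final; imidazole pH7.2 buffer w/ 7 mM MgCl2, 50 mM KCl; 1 h RT; Kinase-Glo lum. Intermediate enzyme activity for dual inhibitor/activator qHTS.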
Eya2 phos inh: Eya2 (human) phosphatase inhibition; Potency, µM (top dose mostly 76.9 µM), inactives show top-dose activity, negative = inhibition, actives largely listed as inhibitors; 0.006% of 330,000 active; recombinant Eya2, OMFP fluorescence dephosphorylation (OMFP is methylfluorescein phosphate); further: potency means the concentration at half of the fitted maximal effect
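Eya2 (0.2 uM) preincubated 10 min at ambient with compound, then OMFP substrate added at 50 uM; 10 min reaction in 50 mM HEPES pH 7.5, 50 mM NaCl, 5 uM MgCl2, 0.05% BSA, 1 mM DTT. Fluorescence read at Ex 485/Em 525 nm.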
GALK inh: blocks human galactokinase activity; Purified GALK, Kinase-Glo residual ATP luminescence; Potency, µM (series often up to 57.5 µM), without a hit: at the highest dose activity change, negative = inhibition, usual class: inhibitors; 0.007% of 270,000 active; AID 1868; further: potency means the concentration at half of the fitted maximal effect
Target sequence (P51570 whole entry, looked up): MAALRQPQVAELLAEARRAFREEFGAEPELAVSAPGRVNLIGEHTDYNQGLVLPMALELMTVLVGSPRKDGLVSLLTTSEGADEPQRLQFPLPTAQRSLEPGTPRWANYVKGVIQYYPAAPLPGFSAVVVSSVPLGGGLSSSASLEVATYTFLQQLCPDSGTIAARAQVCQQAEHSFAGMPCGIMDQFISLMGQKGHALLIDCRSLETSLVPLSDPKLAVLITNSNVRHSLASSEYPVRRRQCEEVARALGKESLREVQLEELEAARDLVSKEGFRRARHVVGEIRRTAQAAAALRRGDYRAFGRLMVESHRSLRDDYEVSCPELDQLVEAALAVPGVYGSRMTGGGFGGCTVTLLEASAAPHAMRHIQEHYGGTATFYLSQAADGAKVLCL
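Kinase-Glo Plus luminescence measured ATP left after a 1 h room-temperature reaction. The reaction used 5 nM GALK, 100 uM galactose and 35 uM ATP at pH 8.0 (20 mM HEPES, 5 mM MgCl2, 60 mM NaCl, 1 mM DTT, 0.01% BSA).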
hERG WT inh: KCNH2 (human, wildtype) channel inhibition. U2OS, BacMam KCNH2, thallium flux FluxOr; active compounds read low. activity change, % at 1.84 µM. 0.37% of 340,000 active. Q12809;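 active means maximum activity change below -70%; inconclusive means maximum activity change between -70% and -50%; inactive means maximum activity change above -50%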
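U2OS cells were transduced with wild-type KCNH2 virus (2.03 x 10^8 / mL) for 4 h at room temperature, then cultured overnight at 37 C. Thallium flux was read with FluxOr dye. Rate constants were normalized to DMSO controls.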
Starred values were filed as active, the others as inactive; u = inconclusive; x = no result given; [ ] = another dose, or the depositor's remark. Unless noted, the call rests on the fitted dose curve; in most records, active means well fitted curve in the direction sought with a large enough effect; inconclusive means small, poorly fitted or top-dose-only effect, or another doubt; inactive means no such curve, though single readings can be large; an effect the other way counts as inactive or inconclusive. Unless noted, on the % scale 0 is the no-effect control and ±100 the full control effect.

Compound | KCNH2 3.1 inh | Giardia kill | GALK inh | uPA surface inh | B2AR arrestin | PKM2 act | hERG WT inh | Eya2 phos inh | Coupling enz | USP2a block | Chronic BCR inh
COc1ccccc1N(C)S(=O)(=O)c1ccc(C(=O)OCC(=O)N2CCCCCC2)cc1 | -1 | 6 | 1% | 6% | -0.2% | 7% | 5 | -4% | 4 | -3% | 5%
CCn1cc(C(=O)N2CCCCC2)c(=O)c2cc(S(=O)(=O)N3CCC(C)CC3)ccc21 | 1 | 9 | 2% | -6% | 0.2% | -3% | 1 | -21% | 1 | 3% | 1%
CC(C)CN(C(=O)CN1CCN(c2ccccc2F)CC1)c1c(N)n(CC(C)C)c(=O)[nH]c1=O | 6 | -6 | 2% | 6% | -1.0% | 2% | -2 | 6% | 5 | 0% | -1%
Cc1c(C(=O)NCC(c2ccco2)N2CCCC2)oc2ccc(Cl)cc12 (stereo unspecified) | 9 | u | 8% | -8% | -1.0% | x | 28 | -2% | -1 | -1% | 1%
CC(C)(C)NS(=O)(=O)c1ccc(Oc2ncc(C(F)(F)F)cc2Cl)cc1 | 2 | -4 | -2% | 9% | -2.0% | -2% | 4 | -37% | 0 | 0% | u
O=[N+]([O-])c1ccc2c(c1)nc1n2CCN(c2ccccc2)C1 | 11 | -20 | 0% | -26% | 2.6% | 18% | -3 | -8% | -1 | 0% | u
Cc1cc[n+](Cc2ccccc2)c(N)c1 | 5 | 7 | x | 5% | 0.0% | x | 7 | 6% | x | 0% | -6%
CCC(NC(=O)COc1cc2c(c3oc(=O)c(C)c(C)c13)CCC(C)(C)O2)C(=O)O (stereo unspecified) | 25 | -18 | -7% | 1% | -0.8% | x | 3 | 3% | 3 | 6% | 4%
Cc1cc(-c2ccccc2)nc(N(C)NC(=O)c2c(F)cccc2F)c1S(C)(=O)=O | x | 7 | 0% | 3% | 0.1% | u | -21 | -10% | 1 | 0% | u
CCC1(c2ccc(F)cc2)NC(=O)N(CC(=O)Nc2ccc(C)c(S(=O)(=O)N3CCOCC3)c2)C1=O (stereo unspecified) | u | -3 | 11% | -12% | -0.1% | 6% | 5 | -14% | 0 | 3% | u
O=C(OCCOc1ccc(Br)cc1)c1ccc(Cl)nc1 | -13 | 11 | 3% | 14% | -0.8% | 0% | -11 | -11% | 0 | -1% | -1%
Cc1cc(C)n(-c2cc(C(C)(C)C)nc3c(-c4ccccc4)cnn23)n1 | -1 | -9 | -1% | 9% | -0.2% | 1% | 4 | u | -3 | 3% | 30%
O=S(=O)(c1ccc(Br)s1)N1CCCCC1 | 11 | -8 | -4% | 21% | -0.4% | -4% | -3 | -6% | 1 | 3% | u
COCCN1C(=O)c2ccc(C(=O)NCc3ccco3)cc2C1=O | 7 | 15 | 5% | -10% | 0.0% | 10% | -25 | 2% | x | 2% | 7%
CC(=O)c1ccc(-c2ccc(C(=O)NC3CC(C)(C)NC(C)(C)C3)o2)cc1 | -3 | 0 | x | -2% | -0.7% | x | -8 | -14% | x | -1% | -3%
CCC(Sc1nc(-c2ccccc2)c(C#N)c(=O)[nH]1)C(=O)Nc1nnc(C)s1 (stereo unspecified) | -3 | -12 | -1% | 1% | -0.2% | 2% | 0 | 15% | 11 | -1% | 12%
CCOC(=O)c1noc(C)c1C(=O)Nc1cccc(F)c1 | 13 | -4 | -1% | -4% | -0.1% | -1% | 13 | 5% | 4 | 0% | u
CC(=O)Nc1ccc(NS(=O)(=O)c2ccc3[nH]c(=O)[nH]c3c2)cc1 | -21 | 43[activator] | 2% | -2% | -0.9% | u | -15 | -4% | 0 | 0% | 0%
CCOc1ccccc1OCCCC(=O)Nc1cccc(S(=O)(=O)N2CCOCC2)c1 | 0 | 9 | x | u | -0.4% | x | 3 | -19% | x | 3% | -2%
Cc1ccc(-c2nc3ccccc3[nH]2)cc1NC(=O)c1sc2cc(Cl)ccc2c1Cl | -27 | -6 | 0% | -11% | 0.0% | -1% | -7 | -6% | 0 | 5% | u
O=C(NNc1ccccc1[N+](=O)[O-])Nc1cccc(Cl)c1 | 23 | -6 | -1% | -4% | 0.0% | -15% | 3 | 1% | -15 | 3% | u
CC(=O)c1c(C)[nH]c(C(=O)N(C)CC(=O)Nc2ccc(Cl)c(C(F)(F)F)c2)c1C | 0 | 3 | 2% | 3% | -0.3% | -12% | 11 | -3% | x | 3% | 0%
CCOc1ccccc1N(CC(=O)N(C)Cc1ccccc1)S(=O)(=O)c1ccccc1 | -12 | 2 | 6% | -3% | -0.2% | 8% | 1 | -1% | x | 2% | 5%
COC(=O)c1ccc(Cn2nc(C)c(Br)c2C)cc1 | 3 | -19 | -6% | 9% | 0.5% | 0% | 1 | -15% | 3 | -2% | -9%
CCC1(CC)NC(=O)N(CC(=O)OCC(=O)NC(=O)c2ccccc2)C1=O | 14 | -20 | -3% | 1% | -0.3% | -5% | 9 | -3% | 2 | 2% | 1%
Nc1nc(=S)[nH]c2c1C1(CCCC1)Cc1ccccc1-2 | 4 | 50[activator] | -3% | -5% | -0.5% | 0% | 29 | 1% | x | 1% | 3%
O=C(O)c1cccc(N=NN2CCOCC2)c1 | 4 | 15 | 1% | 4% | -0.6% | 1% | -1 | 9% | 0 | 1% | 5%
O=C(NCc1ccco1)c1cccc(S(=O)(=O)N2CCOCC2)c1 | -17 | 1 | 4% | x | 0.2% | -2% | -3 | 21% | -1 | 5% | 1%
COc1ccc(/C=N\NC(=O)c2sccc2C)cc1Cn1nc(C)cc1C | -18 | 5 | -9% | -20% | -0.9% | -1% | 9 | -1% | x | -2% | u
O=C(CN1CCOCC1)N/N=C/C=C/c1ccccc1 | 13 | -13 | 1% | -3% | -0.4% | 5% | -4 | -1% | -1 | 2% | 8%
O=C1CCC(C(=O)N(CCO)Cc2ccccc2)CN1CCCN1CCOCC1 (stereo unspecified) | 7 | -8 | 9% | -8% | -0.8% | x | 2 | 4% | 0 | 0% | -1%
Cc1ccc2c(c1)[C@@H]1CN(C)CC[C@@H]1N2S(=O)(=O)c1ccc(F)cc1 | -9 | 5 | -1% | -3% | 0.4% | 0% | 24 | -1% | -4 | 0% | -1%
CN(C1CCS(=O)(=O)C1)S(=O)(=O)c1ccc2ccccc2c1 (stereo unspecified) | 3 | -5 | x | -1% | -0.3% | x | 1 | 3% | x | -2% | -8%
Cc1cccc(NC(=O)CN2CCSc3ccccc32)c1 | 5 | -19 | 10% | u | -0.8% | 8% | -2 | 9% | 0 | -3% | -1%
CC(=O)c1c(C)[nH]c(=S)c(C#N)c1-c1ccc(Cl)cc1 | -1 | 4 | -1% | -2% | -1.2% | 1% | 4 | 4% | 12 | 0% | u
COCC(=O)N(Cc1cc2ccc(C)cc2[nH]c1=O)c1ccccc1C | 32 | 0 | -4% | 6% | -0.2% | 0% | 0 | 1% | 2 | 0% | -5%
Cc1cc(C)nc(N/N=C/C2=C(N3CCOCC3)C(=C\c3ccc(Cl)cc3)/CC2)n1 | 1 | -2 | -2% | -3% | -0.7% | 5% | -2 | 2% | -5 | -1% | 1%
Cc1ccc(C(=O)Nc2cc3[nH]c(=O)oc3cc2C)cc1 | 15 | -22 | -1% | -14% | 0.0% | x | 7 | u | 2 | 2% | u
CN(C)S(=O)(=O)c1ccc(Cl)c(C(=O)NC2CCCCCCC2)c1 | -6 | 12 | 3% | 4% | -0.7% | -3% | -4 | 8% | 2 | 0% | -1%
Cc1ccc(N(CC(O)Cn2nc(C)cc2C)S(=O)(=O)c2ccc3ccccc3c2)cc1 (stereo unspecified) | 8 | 21 | 0% | 5% | 0.1% | 3% | -2 | -15% | -2 | 1% | -6%
Cc1nc(CNS(=O)(=O)c2ccccc2F)cs1 | -1 | -2 | x | 3% | -0.6% | -13% | 2 | 2% | 0 | 0% | -1%
Cc1cc(C=C2C(=O)c3ccccc3C2=O)c(C)n1C | 7 | -9 | 0% | 1% | 0.1% | 5% | 9 | -3% | -5 | 3% | u
O=S(=O)(NCCN1CCCC1)c1ccc(Cl)cc1 | 0 | 13 | 2% | -1% | 0.4% | x | 17 | u | 0 | 6% | 1%
COC(=O)c1cc(Br)c(=O)n(-c2cccc(F)c2)c1 | 5 | -4 | 3% | -8% | -0.3% | -5% | -8 | -10% | 4 | -2% | 1%
COc1ccc(N2CC(NC(=O)N3CCc4ccccc43)CC2=O)cc1OC (stereo unspecified) | 20 | 3 | 0% | -3% | -0.4% | 5% | -6 | 0% | 1 | 3% | -1%
CN(C)S(=O)(=O)c1cccc(C(=O)Nc2ccc3c(c2)CCC3)c1 | -3 | -14 | 5% | x | 0.1% | x | 5 | 4% | -1 | 1% | -11%

The order is random; overall some 2.4% were active at least once.
